PLCb3 inh: blocks human PLC-beta3 enzyme activity. Q01970. Purified PLC-beta3, fluorogenic substrate, fluorescence. inhibition, % at 12.2 µM. hit rate 0.18% among 370,000; in the data active = inhibition above about 11%;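 also: 0% = median of compound wells on plate and 100% = full blocker control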
Target sequence (Q01970 whole entry, looked up): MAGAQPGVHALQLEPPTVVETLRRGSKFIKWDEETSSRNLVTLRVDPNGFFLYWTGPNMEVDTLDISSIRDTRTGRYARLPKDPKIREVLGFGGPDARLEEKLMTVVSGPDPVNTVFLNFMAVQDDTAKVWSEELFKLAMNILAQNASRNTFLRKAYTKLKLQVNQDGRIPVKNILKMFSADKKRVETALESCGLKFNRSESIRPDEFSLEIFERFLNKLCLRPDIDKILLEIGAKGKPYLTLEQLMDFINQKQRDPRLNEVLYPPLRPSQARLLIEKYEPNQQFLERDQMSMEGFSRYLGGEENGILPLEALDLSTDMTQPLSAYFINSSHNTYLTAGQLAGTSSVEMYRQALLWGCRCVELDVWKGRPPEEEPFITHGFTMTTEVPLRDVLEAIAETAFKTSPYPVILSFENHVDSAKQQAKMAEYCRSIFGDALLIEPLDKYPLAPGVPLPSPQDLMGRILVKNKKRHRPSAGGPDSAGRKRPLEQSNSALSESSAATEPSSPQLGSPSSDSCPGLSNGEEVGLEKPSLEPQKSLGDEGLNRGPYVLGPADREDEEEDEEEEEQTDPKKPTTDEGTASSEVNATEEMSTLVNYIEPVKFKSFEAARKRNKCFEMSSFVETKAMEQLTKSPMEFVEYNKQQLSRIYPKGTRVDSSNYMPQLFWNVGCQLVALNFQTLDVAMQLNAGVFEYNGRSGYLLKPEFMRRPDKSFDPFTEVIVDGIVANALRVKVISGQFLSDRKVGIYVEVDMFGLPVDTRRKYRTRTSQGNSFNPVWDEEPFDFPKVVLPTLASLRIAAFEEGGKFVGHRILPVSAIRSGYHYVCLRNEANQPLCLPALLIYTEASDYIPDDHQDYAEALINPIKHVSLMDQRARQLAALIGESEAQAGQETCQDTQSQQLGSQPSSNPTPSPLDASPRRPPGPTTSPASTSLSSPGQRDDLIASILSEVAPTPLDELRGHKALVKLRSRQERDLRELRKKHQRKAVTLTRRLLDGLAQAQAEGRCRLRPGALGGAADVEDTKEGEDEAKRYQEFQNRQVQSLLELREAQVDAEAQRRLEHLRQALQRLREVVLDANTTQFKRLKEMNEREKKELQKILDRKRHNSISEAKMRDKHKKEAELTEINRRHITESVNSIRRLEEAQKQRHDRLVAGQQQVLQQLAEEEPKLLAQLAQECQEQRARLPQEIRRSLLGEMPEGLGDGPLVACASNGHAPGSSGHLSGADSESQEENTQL
DAX1 inh-1: inhibitors of human orphan nuclear receptor DAX1 (NR0B1) | P51843 | HEK293 Gal4-DAX1 luciferase reporter, luminescence | inhibition, % at 6.75 µM | hit rate 0.99% among 340,000 | AID 504766;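 active = inhibition above the mean over all tested compounds plus 3 SD, cut at about 4.2% in these data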;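 also: 0% = DAX1-transfected cells with DMSO and 100% = empty-vector control cells with DMSO; inhibition shows as a rise in luminescence from relieved DAX1 repression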
sPLA2-III inh: Blocks human group III sPLA2 activity | QFRET BODIPY PC-A2 liposome hydrolysis, fluorescence | Q9NZ20 | inhibition, % at 12.2 µM | hit rate 0.56% among 370,000;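 active = inhibition above mean plus 3 SD of compounds lying within the high and low control bounds, cut at about 19% in these data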;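 also: 0% = median of test compound wells and 100% = no enzyme DMSO wells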
DAX1 inh-2: DAX1 (NR0B1) inhibition, primary screen; HEK293T StAR-luciferase reporter, SF-1/DAX-1 repression relief; inhibition, % at 6.8 µM; hit rate 1.1% among 370,000; AID 652010;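 active = inhibition above the mean over all tested compounds plus 3 SD, cut at about 3.6% in these data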;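 also: 0% = DAX-1 cells with DMSO and 100% = cells lacking DAX-1 with DMSO; higher inhibition means more luminescence from relief of DAX-1 repression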
GAA850 FXN act: frataxin GAA850 promoter activation; HEK293 lucGAA850 FXN promoter luciferase reporter, 24 h; percent of 10 µM SAHA response; activation, % at 6 µM; hit rate 0.56% among 360,000; AID 540364;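 active = activation above the average of all compounds screened plus 3 SD, cutoff fixed separately per campaign, cut at about 7.5% in these data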;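 also: 0% = DMSO wells and 100% = 10 µM SAHA wells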
hcDAF-12 act: activates DAF-12 receptor from parasite H. contortus. activation, % at 6.8 µM. AID 652067. hit rate 1.4% among 370,000. HEK293 hcDAF-12 lit1-tk-luc reporter, luminescence; 0% DMSO, 100% Δ7-dafachronic acid;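 active = activation above the mean of all tested compounds plus 3 SD, cut at about 5.5% in these data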;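 also: 100% = response to 3 µM Δ7-dafachronic acid high control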
SMARCA2 activ: increases SMARCA2 function in MMTV reporter cells | MG213 cells, MMTV-luciferase reporter, dexamethasone, overnight | AID 652017 | hit rate 1% among 370,000 | activation, % at 9.1 µM; in the data active = activation above about 7.8%;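 also: 0% = vehicle wells and 100% = reference activator wells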
ssDAF12 agonist: activates DAF-12 receptor from parasite S. stercoralis. HEK293 ssDAF-12/GRIP1 lit1-tk-luc reporter, luminescence; % of 3 µM dafachronic acid response. activation, % at 6.8 µM. hit rate 1% among 370,000. AID 652126;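 active = activation above the mean over all tested compounds plus 3 SD, cut at about 0.9% in these data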;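 also: 0% = DMSO-only wells and 100% = 3 µM delta7-dafachronic acid wells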
PG9 binder: PG9 antibody binding by small molecule. hit rate 0.43% among 360,000. TR-FRET gp120-PG9 antibody binding. inhibition, % at 6.7 µM; in the data active = inhibition above about 8.5%
hgDAF12 agonist: agonists of H. glycines DAF-12 nuclear receptor; HEK293 GAL4-hgDAF12 UAS-luciferase reporter, agonist luminescence; normalized to butyrate control; activation, % at 6.8 µM; hit rate 1.8% among 370,000; AID 687014;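 active = activation above a cutoff set at the mean of all screened compounds plus 3 SD, cut at about 10% in these data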;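 also: 0% = DMSO wells and 100% = sodium butyrate wells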
Rev-erbA mod: Rev-erb alpha (human) modulation; P20393; Rev-erbα–FITC-DNA binding, fluorescence polarization, 90 min; activity, % at 10 µM; hit rate 0.79% among 370,000;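 active = activity above about 14%, limit read from the data; passing the limit was not always enough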;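 also: 0% = DMSO wells with 35 nM protein and 100% = DMSO wells with 750 nM protein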
The depositor's hits bear a star; x = not tested or not shown. Rows are unselected. Share with any hit: about 7%.

Letters: A = PLCb3 inh; B = DAX1 inh-1; C = sPLA2-III inh; D = DAX1 inh-2; E = GAA850 FXN act; F = hcDAF-12 act; G = SMARCA2 activ; H = ssDAF12 agonist; I = PG9 binder; J = hgDAF12 agonist; K = Rev-erbA mod
> CN(Cc1cccc(F)c1)C(=O)c1ccc(S(=O)(=O)N2CCCCCC2)cc1
  A: 4.7	B: -1.1	C: -11.7	D: -2.2	E: 0.9	F: -0.2	G: -6.6	H: -1.7	I: -0.7	J: -0.8	K: -3.2

> Nc1cc(C(=O)OCC(=O)Nc2ccc(N3CCOCC3)cc2)ccc1Cl
  A: -31.6	B: 0.7	C: 3.8	D: 0.8	E: -0.8	F: -0.6	G: 6.0	H: -1.2	I: -4.5	J: -2.6	K: 9.4

> COc1cccc2sc(N3CCN(C(=O)C4COc5ccccc5O4)CC3)nc12 (stereo not given)
  A: -11.0	B: 0.5	C: 5.7	D: 0.5	E: 0.4	F: 0.1	G: -1.9	H: -1.7	I: 1.3	J: -2.4	K: -2.9

> O=C1Cc2cc(S(=O)(=O)Nc3cccc(F)c3)ccc2N1
  A: -1.9	B: -0.3	C: -35.8	D: 1.3	E: -0.5	F: -0.8	G: 9.2*	H: -1.5	I: -0.5	J: -0.6	K: -3.0

> Cc1ccc(NS(=O)(=O)c2ccc3c(c2)NC(=O)C(C)C(=O)N3)c(Cl)c1 (stereo not given)
  A: -0.3	B: 0.5	C: -1.8	D: 0.4	E: -2.8	F: 2.2	G: -1.4	H: -0.5	I: 0.2	J: -1.2	K: 3.2

> COc1cc(NC(=O)C2CCN(S(=O)(=O)c3cnc[nH]3)CC2)cc(OC)c1OC
  A: 1.8	B: 1.3	C: -2.8	D: 0.2	E: 1.2	F: -1.5	G: -4.0	H: -1.5	I: 2.5	J: -0.6	K: 1.8

> COc1ccc(-c2coc3c(C(=O)NCCc4ccccc4)cccc23)c(C)c1
  A: -3.1	B: x	C: -15.6	D: -1.2	E: 0.4	F: -0.4	G: -5.2	H: -1.7	I: 1.0	J: 2.6	K: 12.3

> O=C(O)C1=C[C@@H](c2ccc3c(c2)OCO3)C[C@@H](OCc2ccc(CO)cc2)O1
  A: -28.9	B: 1.8	C: -2.1	D: 0.0	E: 1.1	F: -0.3	G: 2.4	H: -0.8	I: -0.5	J: -0.2	K: -0.5

> C=CCOC(=O)c1ccccc1C(=O)OCC1CO1 (stereo not given)
  A: 0.9	B: 1.6	C: 2.8	D: -0.6	E: 1.1	F: 0.2	G: -1.1	H: -1.4	I: -1.0	J: -1.4	K: -5.2

> O=C1NC[C@H](Cc2ccc(O)cc2)N(C[C@@H]2CCCN2C[C@H](Cc2ccc(O)cc2)N2C[C@H](Cc3ccccc3)N(CCc3ccccc3)C(=O)C2=O)C1=O
  A: 12.4*	B: x	C: -16.2	D: 0.4	E: x	F: 1.4	G: -5.6	H: -0.8	I: 3.1	J: 1.8	K: -10.2

In another format: results already given
molecule: Cc1ccc(NS(=O)(=O)c2ccc3c(c2)NC(=O)C(C)C(=O)N3)c(Cl)c1 (stereo not given)
  PLCb3 inh: -0.3; DAX1 inh-1: 0.5; sPLA2-III inh: -1.8; DAX1 inh-2: 0.4; GAA850 FXN act: -2.8; hcDAF-12 act: 2.2; SMARCA2 activ: -1.4; ssDAF12 agonist: -0.5; PG9 binder: 0.2; hgDAF12 agonist: -1.2; Rev-erbA mod: 3.2

molecule: O=C1NC[C@H](Cc2ccc(O)cc2)N(C[C@@H]2CCCN2C[C@H](Cc2ccc(O)cc2)N2C[C@H](Cc3ccccc3)N(CCc3ccccc3)C(=O)C2=O)C1=O
  PLCb3 inh: 12.4*; DAX1 inh-1: x; sPLA2-III inh: -16.2; DAX1 inh-2: 0.4; GAA850 FXN act: x; hcDAF-12 act: 1.4; SMARCA2 activ: -5.6; ssDAF12 agonist: -0.8; PG9 binder: 3.1; hgDAF12 agonist: 1.8; Rev-erbA mod: -10.2

More structures follow:
Letters: A = PLCb3 inh; B = DAX1 inh-1; C = sPLA2-III inh; D = DAX1 inh-2; E = GAA850 FXN act; F = hcDAF-12 act; G = SMARCA2 activ; H = ssDAF12 agonist; I = PG9 binder; J = hgDAF12 agonist; K = Rev-erbA mod
> Cc1ccc(S(=O)(=O)N2CCN(C(=O)N3CCOCC3)C2C(C)C)cc1 (stereo not given)
  A: 5.6	B: -1.3	C: 4.5	D: -0.4	E: -2.8	F: 0.1	G: -1.1	H: -1.7	I: 0.1	J: -1.3	K: -2.5

> CC(C)C1CC(=O)NC(SCC(=O)Nc2ccc(Br)cc2)=C1C#N (stereo not given)
  A: 3.1	B: -1.7	C: -12.7	D: -1.6	E: 0.4	F: 1.1	G: 3.2	H: -0.3	I: -0.1	J: 3.9	K: 2.3

> O=C(CN(c1ccc(F)cc1)S(=O)(=O)c1ccc2c(c1)OCCO2)Nc1cccnc1
  A: 5.4	B: 0.1	C: -6.8	D: -1.0	E: 2.6	F: -0.6	G: -1.4	H: -2.6	I: 3.2	J: -1.0	K: -0.8

> CC(C)C(=O)N1CCN(c2nc3ccc(Cl)cc3s2)CC1
  A: -1.9	B: 0.2	C: 1.2	D: -2.8	E: 4.3	F: -1.2	G: 3.2	H: -1.8	I: 0.2	J: 2.1	K: -7.2

> CC(N)c1csc(Nc2ncccn2)n1 (stereo not given)
  A: 1.6	B: x	C: 4.1	D: 0.8	E: 0.7	F: -0.1	G: -5.0	H: -1.1	I: -0.3	J: 2.1	K: -1.2

> O=C(CSc1ccccc1)Nc1ccccc1N1CCOCC1
  A: -1.9	B: -0.6	C: -0.3	D: -0.7	E: -0.2	F: -1.1	G: -2.3	H: -1.5	I: 0.2	J: -1.4	K: 0.8

> NC1=NC2OC(CO)C(O)C2O1 (stereo not given)
  A: 0.6	B: 1.2	C: -4.8	D: 0.3	E: 0.5	F: 0.5	G: -1.4	H: -0.7	I: -0.8	J: 6.5	K: -2.0

> Cc1ccc[n+](C(C)C(=O)Nc2ccc(C)c(C)c2)c1 (stereo not given)
  A: -3.6	B: 2.8	C: 0.3	D: 0.1	E: 0.6	F: -1.5	G: -2.7	H: -1.2	I: -0.8	J: 2.4	K: -5.2

> Cc1c(C(=O)NCc2ccc3c(c2)OCCO3)sc(=O)n1Cc1ccc(C(=O)N(C)C)cc1
  A: -5.2	B: x	C: 13.8	D: -0.9	E: -1.2	F: -1.6	G: -2.5	H: -1.6	I: -1.6	J: -2.0	K: -1.6

> CCN(c1ccccc1)S(=O)(=O)c1ccc(Cl)c(NC(=O)CN2CCN(C)CC2)c1
  A: -4.3	B: 0.1	C: -8.9	D: 0.2	E: -1.0	F: -0.2	G: -1.6	H: -1.4	I: -0.1	J: -1.7	K: -1.4

> O=C(Nc1ccc(NC(=O)C2CCCN2C(=O)OCc2ccccc2)cc1)c1ccco1 (stereo not given)
  A: 1.1	B: 0.0	C: -7.5	D: 0.4	E: -0.3	F: 0.3	G: -1.4	H: -1.4	I: -2.4	J: -2.9	K: 2.0

> COc1ccc(-c2nc3ccccc3c(=O)n2CC(C)C)cc1
  A: -6.0	B: -0.6	C: 7.5	D: -0.6	E: 0.6	F: -1.7	G: -3.2	H: -1.0	I: 1.7	J: -1.2	K: 0.4

Screening data (PubChem BioAssay)
